High-throughput results: PubChem BioAssay, several laboratories
ABCB6 inh 2: ABCB6 transporter inhibitors, primary screen, K562-ABCB6 cells, flow cytometry, MLPCN library; ATP-binding cassette sub-family B member 6 (Homo sapiens), Q9NP58; K562-ABCB6 porphyrin accumulation, 1 h; hits give low values; fluorescence ratio to DMSO, % at 10 µM; hit rate 0.19% among 360,000;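 active = fluorescence ratio to DMSO below 75%, the collection mean minus 3 SD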;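 also: signal is porphyrin accumulated inside mitochondria; 100% equals median channel fluorescence of DMSO control wells; lower ratio means ABCB6 inhibition with less porphyrin fluorescence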
Target sequence (Q9NP58 whole entry, looked up): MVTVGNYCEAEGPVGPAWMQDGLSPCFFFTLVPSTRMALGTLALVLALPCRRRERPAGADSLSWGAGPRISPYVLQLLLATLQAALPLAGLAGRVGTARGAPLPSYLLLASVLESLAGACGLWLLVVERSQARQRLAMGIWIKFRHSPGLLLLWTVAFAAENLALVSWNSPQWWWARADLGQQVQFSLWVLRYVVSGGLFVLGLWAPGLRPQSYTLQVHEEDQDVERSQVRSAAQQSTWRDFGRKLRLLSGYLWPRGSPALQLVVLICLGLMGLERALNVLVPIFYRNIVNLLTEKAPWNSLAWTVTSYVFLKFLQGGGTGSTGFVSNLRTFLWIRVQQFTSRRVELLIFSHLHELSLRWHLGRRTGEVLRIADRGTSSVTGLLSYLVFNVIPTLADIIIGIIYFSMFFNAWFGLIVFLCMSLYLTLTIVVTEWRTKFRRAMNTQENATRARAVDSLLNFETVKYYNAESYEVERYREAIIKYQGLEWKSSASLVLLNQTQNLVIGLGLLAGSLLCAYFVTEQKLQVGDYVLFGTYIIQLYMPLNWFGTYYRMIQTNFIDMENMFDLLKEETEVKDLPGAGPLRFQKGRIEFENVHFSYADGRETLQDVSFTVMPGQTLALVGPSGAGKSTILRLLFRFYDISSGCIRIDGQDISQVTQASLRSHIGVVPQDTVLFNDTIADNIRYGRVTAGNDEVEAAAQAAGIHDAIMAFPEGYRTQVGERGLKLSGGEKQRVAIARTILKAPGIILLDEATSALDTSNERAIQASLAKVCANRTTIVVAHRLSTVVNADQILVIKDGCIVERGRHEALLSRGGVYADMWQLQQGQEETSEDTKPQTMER
MC4R antag cAMP: MC4R antagonists of cAMP signaling, primary screen, cell-based, TR-FRET, antagonist arm of biased-ligand search. Melanocortin receptor 4 (Homo sapiens), P32245. MC4R-expressing cells, MTII-stimulated cAMP, LANCE TR-FRET. inhibition, % at 6.5 µM. hit rate 0.48% among 360,000;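 active = inhibition above its plate's cutoff, the mean of tested wells on that plate plus 3 SD, cut at about 29% in these data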;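 also: 0% = Melanotan II alone and 100% = Melanotan II plus saturating MCL0020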
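System: U2OS cells stably expressing human melanocortin 4 receptor (MC4R). Reagent: Melanotan II challenge after compound preincubation. Doses: 6.5 µM. Times: 30-min compound, 1-h challenge, 1-h detection, room temperature. Measured by: TR-FRET with Eu-cAMP and labeled anti-cAMP, 671 nm. Replicates: singlicate.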
NOD2 RIPK2 PPI: NOD2-RIPK2 binding disruptors in cells, primary screen, fluorescence, CHO cells, BLA complementation; CCF4 ratio; hit rate 0.38% among 360,000; Receptor-interacting serine/threonine-protein kinase 2 (Homo sapiens), O43353; inhibition, % at 4.98 µM; AID 624267, 2012; in the data active = inhibition above about 21%;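 also: 0% = vehicle only and 100% = reference blocker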
Granule exo inh: LAMP-1 surface exposure blockers, TALL-104 cells – cell-based, flow cytometry, MLPCN library, primary screen | TALL-104 LAMP-1 surface exposure; cells stimulated with thapsigargin and PMA | inhibition, % at 10 µM | hit rate 0.66% among 360,000 | AID 651702, 2012;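 active = inhibition above about 55%, limit read from the data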
MC4R barr agon: MC4R agonists recruiting beta-arrestin, primary screen, cell-based, luminescence, agonist arm of biased-ligand search; Melanocortin receptor 4 (Homo sapiens), P32245; hit rate 0.98% among 360,000; U2OS MC4R beta-arrestin complementation; percent of melanotan II response, DMSO zero; activation, % at 8.9 µM;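 active = activation above a per-plate cutoff, the mean activation of sample wells on that plate plus 3 SD, cut at about 8% in these data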
N-glyco inh: increase of ERlucT glycosylation luciferase signal, primary screen, N-linked glycosylation inhibitor project, D54 ERlucT cells, luminescence, set 2 | D54 ERlucT glycosylation luciferase reporter, 24 h; percent of 100 nM tunicamycin response | hit rate 0.23% among 360,000 | reporter increase, % at 12.5 µM;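 active = mean luciferase reporter signal, scaled so untreated is 0 and the glycosylation-blocking control 100, at or above a set limit in every replicate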;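 also: luciferase carries N-glycosylation sites so blocking glycosylation raises the light; 0% = median of neutral control wells and 100% = median of 100 nM tunicamycin wells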
ABHD5 PLIN5 PPI: ABHD5-PLIN5 interaction inhibitors, primary screen, cell lysate, split luciferase complementation, luminescence; Perilipin-5 (Homo sapiens) + 1-acylglycerol-3-phosphate O-acyltransferase ABHD5 (Homo …; Split G. princeps luciferase complementation, 4 h; inhibition, % at 4 µM; hit rate 0.78% among 360,000;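 active = inhibition above the mean inhibition across every tested compound plus 3 SD, cut at about 22% in these data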;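 also: 0% = DMSO only wells and the 100% control is not disclosed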
aDG glyco act: activators of alpha-DG glycosylation, primary screen, uHTS, Pro5-aDG cells, AlphaScreen; alpha-DG glycosylation AlphaScreen (IIH6); 0% Pro5, 100% B10-LARGE cell signal; activation, % at 10 µM; hit rate 0.22% among 360,000; AID 624168, 2012;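 active = activation of at least 8% versus controls, or a plate z-score of at least 8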;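 also: Pro5 are CHO cells carrying HIG-tagged alpha-DG that lacks glycosylation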
TLR9-MyD88 block: inhibitors of TLR9-MyD88 association in cells, primary screen, cell-based, CHO, BLA complementation, fluorescence. Toll-like receptor 9 (Homo sapiens) + Myeloid differentiation primary response protein …. CCF4 FRET ratio. inhibition, % at 4.98 µM. hit rate 0.21% among 340,000;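 active = inhibition above the mean over all tested compounds plus 3 SD, cut at about 21% in these data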;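 also: 0% = DMSO only wells and 100% = clavulanate BLA inhibitor control wells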
Vif imaging: HIV Vif self-association inhibitors, primary screen, imaging, HEK293T, single point; HEK293T cells, Vif self-association by quenched fluorescence, 24 h; inhibition, % at 7.49 µM; hit rate 0.35% among 340,000; AID 602346, 2012; in the data active = inhibition above about 50%, passing the limit was not always enough; also: some results filed as inactive read as strong as hits
Starred values were filed as active, the others as inactive; . = not tested or not shown.

SMILES	aDG glyco act	N-glyco inh	MC4R barr agon	Vif imaging	Granule exo inh	ABCB6 inh 2	MC4R antag cAMP	TLR9-MyD88 block	ABHD5 PLIN5 PPI	NOD2 RIPK2 PPI
O=[N+]([O-])c1ccc(O)c(/C=N/n2cnc3ccccc32)c1	0.0	1	0.3	-10	6	95	9	-10	2	2
C=CCNc1nc2ccccc2nc1NS(=O)(=O)c1ccc(Cl)cc1	0.0	1	-0.1	-3	-6	99	20	-7	-1	-8
Cc1ccc(CNc2ccc(CNc3ncn[nH]3)cc2)cc1	-0.1	-2	-1.1	-7	2	98	4	0	-2	7
COc1cc(NC(=O)NS(=O)(=O)c2ccc(C)cc2)cc(OC)c1	-0.3	0	-0.7	12	1	106	7	4	-3	-11
CCOc1ccc(C2=Nn3c(nnc3-c3ccccn3)SC2)cc1	0.0	2	-2.1	0	-1	101	3	-6	-1	-3
Cn1c(CNC(=O)c2ccccc2F)nnc1SCC(=O)N1CCN(c2ccccc2)CC1	0.5	1	0.3	7	-2	102	1	2	12	-3
COc1ccc2sc(NC(=O)CC(C)C)nc2c1	-0.1	-1	-1.2	2	3	97	7	-3	-11	-11
COc1cccc(N(CC(=O)NCc2cccnc2)S(C)(=O)=O)c1	-0.3	0	-2.5	12	-4	96	3	-6	3	-6
COc1cccc(-c2ccc(NC(=O)C3CCCN(Cc4cc(C)[nH]n4)C3)cc2)c1 (stereo not given)	0.1	-2	-1.2	-16	10	101	6	-1	9	-6
Cc1nc2sc(C(c3ccco3)N3CCC(Cc4ccccc4)CC3)c(O)n2n1 (stereo not given)	-0.2	-2	-0.5	.	-6	98	-7	-6	5	-6
COc1ccc(N2CCCC2)c(NC(=O)COc2ccccc2Cl)c1	-0.1	3	0.6	6	25	96	5	6	2	-3
Cc1cc(NS(=O)(=O)c2ccc(NC(=O)c3ccccc3F)cc2)no1	-0.1	2	0.4	-3	-5	94	-3	-8	2	0
O=S1(=O)CC(N2CCSCC2)CN1Cc1cn(Cc2ccccc2)nn1 (stereo not given)	-0.1	.	.	.	0	96	.	.	-1	8
CCCCC(=O)Nc1nnc(SCC(=O)NC2CC2)s1	0.2	0	1.2	2	23	102	8	2	13	2
CC(C)c1ccc(/C=C(\NC(=O)c2ccccc2)C(=O)NCCCN2CCOCC2)cc1	0.0	0	0.1	1	-4	96	0	-8	1	-9
COc1ccc(NC(=O)C(=O)N2N=C3CCCCC3C2(O)C(F)(F)F)cc1 (stereo not given)	0.3	-1	-2.4	-3	0	97	-6	1	-1	1
CC(Sc1n[nH]c(N)n1)C(=O)Nc1ccc(Cl)cn1 (stereo not given)	0.0	1	2.0	0	1	88	-1	-3	0	1
O=C(CN1C(=O)S/C(=C\c2cccs2)C1=O)Nc1ccc(O)c(C(=O)O)c1	0.0	1	-3.0	-1	-4	103	-3	-6	-2	-2
Cc1ccc(-n2nc3c(=O)n(C(C)C(=O)NCCc4cccs4)nc(C)c3c2C)cc1 (stereo not given)	-0.3	-1	-2.5	-8	0	102	1	2	13	-1
CC1=CC(=O)Nc2cncnc2N1	0.1	0	-3.2	-2	-6	100	1	7	4	0
CCOCCOC(=O)c1[nH]c2c(c1C)C(=O)CC(c1ccc(OC)c(OC)c1)C2 (stereo not given)	0.2	-1	-0.1	-11	0	95	4	-4	-3	1
Cc1c(-c2nc(N)nc(Nc3ccccc3F)n2)oc2ccccc12	0.1	3	0.7	-4	0	97	-6	-12	-5	0
C[C@H](NC(=O)c1cc2c([nH]c3ccccc32)c(-c2ccccc2)n1)C(=O)O	-0.1	-1	-1.4	-13	-5	92	23	3	2	-16
COc1ccc(NC(=O)Cn2nc(C(F)(F)F)c3c2CCCC3)cc1OC	1.2	0	-0.7	-10	-1	93	13	-3	-7	2
COc1cc2nc(SCC(=O)c3ccc(Br)cc3)n3nc(C)nc3c2cc1OC	-0.5	2	-1.7	-3	0	100	8	-10	4	-1
CC(SC1=NCCS1)C(=O)Nc1nnc(-c2ccc(Br)cc2)s1 (stereo not given)	-0.2	-8	1.6	2	24	96	5	2	-12	3
S=C(NCc1ccc(Cl)cc1)Nc1ccccc1	0.2	-2	-2.9	0	0	106	-3	-6	0	-2
Cc1ccc(N2C(=O)C3C4C=CC(CC4)C3C2=O)c([N+](=O)[O-])c1 (stereo not given)	0.0	-2	-0.2	-12	2	101	14	8	10	-2
CCOCCCn1c(SCC(=O)NCc2ccco2)nc2c(sc3ccccc32)c1=O	-0.2	1	9.4*	-1	-2	102	20	-8	3	-1
Cc1nc2c(c(C)nn2-c2ccccc2)c(C)c1CCC(=O)NCCCOC(C)C	0.2	-1	-0.7	-8	2	93	9	1	-1	7
O=C1NC[C@H](Cc2ccccc2)N(C[C@H]2CCCN2C[C@H](Cc2ccccc2)N2C[C@H](Cc3ccccc3)N(CC3CCCCC3)C(=O)C2=O)C1=O	0.0	-3	0.9	4	0	98	10	-7	8	-7
CNc1ncnc2c1ncn2[C@H]1CN(Cc2ccncc2)C[C@@H](CO)O1	-0.2	1	-2.2	1	-10	95	6	.	-1	-12
CC1(C#N)c2ccccc2C(Br)=CN1C(=O)c1ccccc1 (stereo not given)	0.1	0	0.6	-8	8	96	4	2	-14	3
Cc1nnc(SCC(=O)N2CCN(S(=O)(=O)c3ccc(Cl)cc3)CC2)n(N)c1=O	0.5	4	-1.1	-9	-2	104	16	-10	3	-11
CCCC(=O)Nc1ccc(Cc2ccc(NC(=O)CCC)c(C(=O)O)c2)cc1C(=O)O	0.3	3	-0.5	-6	0	99	5	6	2	-2
CS(=O)(=O)c1cnc(-c2ccccc2)nc1Oc1ccc(F)cc1	0.2	1	3.0	-3	-2	96	11	5	-4	3
CC1(C(=O)OCC(=O)Nc2ccc(C(N)=O)cc2)CC1(Cl)Cl (stereo not given)	0.1	1	-0.2	3	-2	102	18	-4	4	1
COc1cc2c(c(Br)c1N)-c1cc(Br)c(N)cc1C2=O	-0.6	4	6.2	27	0	93	-7	-4	-3	-6
Cc1ccc([C@H]2C[C@@H](n3cc(COC(=O)c4ccccc4)nn3)[C@H](O)CN2C(=O)C2CCCCC2)cc1	-0.2	2	2.0	-1	6	92	10	7	-6	-3
O=C(NCCc1ccccc1)C(=O)NCC1CCCO1 (stereo not given)	0.0	0	-0.7	-6	3	100	8	0	-6	0
COc1ccc(CNC(=S)Nc2ccccc2)cc1	0.0	-1	-0.4	6	-5	97	9	-7	3	-5
CC1(C(=O)NC2CCCC2)CCC(=O)N1Cc1ccccc1Cl (stereo not given)	-0.1	-1	-1.4	-1	0	97	4	7	-5	9
O=C1OC(c2ccccc2)(c2ccccc2)c2ccsc21	-0.1	-1	-1.2	.	0	99	11	0	-1	-10
COC(=O)Nc1ccc(S(=O)(=O)NCCO)cc1	0.0	1	-2.2	2	0	98	-1	-2	-3	-2
O=C1CC(N(Cc2ccco2)C(=O)Nc2ccc(F)cc2)C(=O)N1c1ccc(F)cc1 (stereo not given)	-0.4	1	-2.3	26	-2	90	2	-1	-3	-5
CC(c1ccccc1)C1C(C#N)=C(N)SC(N)=C1C#N (stereo not given)	-0.2	2	-1.7	9	16	99	14	10	-9	4
CC(C)C1Nc2ccc(S(N)(=O)=O)cc2C2C=CCC21 (stereo not given)	-0.3	1	-1.6	-7	-4	100	1	3	-5	-3
Cc1ccc(OC(=O)CCC(=O)N2CCc3ccccc32)cc1	-0.1	-1	1.7	13	21	98	-3	4	-4	-5
CCn1cc(C(=O)O)c(=O)c2cc(F)c(N3CCN(C(=S)NC(=O)c4ccccc4F)CC3)cc21	0.0	0	-2.5	-5	-2	98	4	3	4	-5
CC1Oc2ccccc2N(CC(=O)N2CCCc3ccccc32)C1=O (stereo not given)	0.3	1	1.5	-2	-1	99	3	8	-2	12
Cn1cccc1C(=O)NCC1COc2ccccc2O1 (stereo not given)	-0.1	0	-1.7	2	1	90	8	4	-5	6
Cc1cccc(C)c1CC(=O)N1CCOCC1	0.1	2	2.6	-5	-2	100	6	-1	-1	-1
COC(=O)CCCC1=CC2=CC(=O)C(C)(OC(=O)c3cccs3)C(=O)C2=CN1Cc1ccccc1 (stereo not given)	0.1	2	-1.9	-4	-4	93	3	0	-9	-17
O=c1[nH]cnc(O)c1C(c1ccc(F)cc1)c1c(O)nc[nH]c1=O	0.0	2	-0.5	-4	6	90	1	-7	0	-10
COc1ccc(N2C(=O)/C(=C\c3ccco3)N=C2SCC(=O)NC(C)C)cc1Cl	-0.1	1	-2.6	6	1	97	0	3	2	-4
O=C(CSc1nc2ccccc2c(=O)n1C1CC1)NCc1ccccc1	-0.2	0	-1.8	0	0	96	-3	3	-6	1
COC(=O)CSc1nc2nc(-c3cccs3)cc(C(F)(F)F)c2c(=O)[nH]1	0.0	0	-0.4	-6	10	99	15	-3	2	2
COC(=O)[C@H]1C[C@@H]1[C@H](NS(=O)(=O)c1ccc2ccccc2c1)c1ccccc1	0.0	-2	2.0	-3	-6	101	7	-3	-13	-8
CC1CCCC(C)N1C(=O)Cn1cnc2cc([N+](=O)[O-])ccc2c1=O (stereo not given)	0.4	0	-4.0	2	0	97	-1	7	0	-2
Cc1ccccc1NC(=O)CC1SC(=O)N(c2ccccc2)C1=O (stereo not given)	-0.2	-1	-2.2	0	1	94	1	-7	-29	-4
Cc1[nH]c2ccccc2c1CCO	0.0	1	0.0	-2	0	98	10	-5	6	-1
CN(CCOc1ccccc1)CC(=O)Nc1cccc(Br)c1	0.0	-1	1.4	-11	-3	228	8	1	2	-10

Structures listed above marked active in MC4R barr agon:
SMILES	aDG glyco act	N-glyco inh	MC4R barr agon	Vif imaging	Granule exo inh	ABCB6 inh 2	MC4R antag cAMP	TLR9-MyD88 block	ABHD5 PLIN5 PPI	NOD2 RIPK2 PPI
CCOCCCn1c(SCC(=O)NCc2ccco2)nc2c(sc3ccccc32)c1=O	-0.2	1	9.4*	-1	-2	102	20	-8	3	-1

An excerpt (hit frequency here may not be typical).
